TrxR1 substrate – qHTS Assay for Substrates of Mammalian Selenoprotein Thioredoxin Reductase 1 (TrxR1): qHTS; Potency, µM (titrated, usually from 114 µM), for the others: at the top dose activity change, negative = substrate turnover; purified TrxR1 substrate turnover, NADPH consumption readout; 0.01% of 390,000 active; AID 588456, 2011; Thioredoxin reductase 1, cytoplasmic (Rattus norvegicus), O89049; note: potency is the fitted concentration of half-maximal effect; % is set by controls: 0 for no effect and ±100 for the full control effect; nearly all actives have a fitted effect of over 50% in size
Target sequence (O89049 whole entry, looked up): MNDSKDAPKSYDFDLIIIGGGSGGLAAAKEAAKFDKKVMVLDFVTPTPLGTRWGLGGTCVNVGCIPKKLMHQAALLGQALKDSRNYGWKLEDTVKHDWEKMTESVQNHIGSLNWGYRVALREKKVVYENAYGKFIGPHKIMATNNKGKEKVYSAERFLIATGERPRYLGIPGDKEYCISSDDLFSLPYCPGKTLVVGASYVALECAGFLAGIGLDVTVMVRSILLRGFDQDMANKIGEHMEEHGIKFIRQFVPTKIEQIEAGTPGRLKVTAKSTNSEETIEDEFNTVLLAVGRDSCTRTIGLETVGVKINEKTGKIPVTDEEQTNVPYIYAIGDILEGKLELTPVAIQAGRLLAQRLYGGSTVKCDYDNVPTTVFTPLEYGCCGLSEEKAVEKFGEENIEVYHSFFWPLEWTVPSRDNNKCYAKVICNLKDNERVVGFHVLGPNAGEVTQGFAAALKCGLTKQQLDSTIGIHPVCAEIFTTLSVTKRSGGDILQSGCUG
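Rat TrxR1, dispensed at 90 nM, was prereduced with 400 uM NADPH (final) for 5 min at ~22 deg C, then incubated with compound 15 min before 400 uM selenite. A first-read NADPH fluorescence drop versus no-compound background flagged substrates.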
mIDH1 inhibitor – qHTS for Inhibitors of mutant isocitrate dehydrogenase 1 (IDH1): qHTS | Isocitrate dehydrogenase [NADP] cytoplasmic (Homo sapiens), O75874 | IDH1-R132H enzyme, NADPH consumption, diaphorase/resazurin fluorescence | Potency, µM (doses to about 76.6 µM), without a hit: at the top dose activity change, negative = inhibition, hits mostly inhibitors | 0.093% of 390,000 active | AID 602179, 2012; note: potency is the fitted concentration of half-maximal effect; % is set by controls: 0 for no effect and ±100 for the full control effect; nearly all actives have a fitted effect of over 65% in size
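IDH1-R132H (0.5 ug/mL dispensed) in pH 7.5 Tris buffer was preincubated 30 min with compound, then given a substrate mix of 0.016 mM NADPH and 2 mM alpha-KG for 80 min at room temperature; remaining NADPH was read by diaphorase/resazurin fluorescence.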
RXFP1 ag – qHTS Assay for Agonists of the Relaxin Receptor RXFP1. Relaxin receptor 1 (Homo sapiens), Q9HBX9. HEK293T-RXFP1 cAMP TR-FRET, 30 min; response scale: percent of porcine relaxin response, buffer zero. Potency, µM (doses to about 57.5 µM), for the others: top-dose activation, usual class: activators. 0.3% of 370,000 active. AID 2676, 2010; note: potency is the fitted concentration of half-maximal effect; % is set by controls: 0 for no effect and ±100 for the full control effect; nearly all actives have a fitted effect of over 60% in size; many of its hits are not listed in these tables
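cAMP rise read by TR-FRET after 30 min, 37C compound exposure (up to 58 uM) in RXFP1-transfected HEK293 cells with Ro 20174 present. EC50 from Hill-equation fits, with 29 nM porcine relaxin as 100% and buffer as basal.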
PI4K2A block – qHTS for small molecular inhibitors of PI4K2A | 0.13% of 420,000 active | Phosphatidylinositol 4-kinase type 2-alpha (Homo sapiens), Q9BTU6 | purified PI4K2A, ADP-Glo luminescence, 1 h; active compounds read low | AID 1346378, 2018 | activity change, negative = inhibition, % at 76.9 µM; in the data active = activity change below about -50%; inconclusive = mostly about -30% to -49%;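 note: -100% = wells without enzyme as full effect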
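In this quantitative HTS, ADP production by PI4K2A was quantified luminescently after 1 h at ambient temperature; 100 microM adenosine served as plate-quality control.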
LDHA inh – qHTS assay for inhibitors of human lactate dehydrogenase; 0.15% of 480,000 active; purified LDHA, NADH/diaphorase-resazurin fluorescence; active compounds read low; activity change, % (values are at about 110 or 230 µM); L-lactate dehydrogenase A chain (Homo sapiens), P00338; AID 1347041, 2019; in the data active = activity change below about -30%; inconclusive = mostly about -25% to -30%;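 note: plate controls were DMSO wells for no effect and wells without enzyme for full effect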
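Remaining NADH was detected by diaphorase (0.133 mg/mL) converting 37 µM resazurin to fluorescent resorufin, read at 0 and 20 minutes. The preceding 5-minute room-temperature reaction used 2 nM LDHA, 0.2 mM sodium pyruvate and 0.06 mM NADH at pH 7.4.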
USP1-UAF1 inh – Inhibitors of USP1/UAF1: Primary Screen; Ubiquitin carboxyl-terminal hydrolase 1 (Homo sapiens), O94782; recombinant USP1/UAF1, Ub-Rhodamine cleavage fluorescence; Potency, µM (titrated, usually from 57.1 µM), for inactives: at the top dose activity change, negative = inhibition, usual class: inhibitors; 0.23% of 390,000 active; note: potency is the fitted concentration of half-maximal effect; % is set by controls: 0 for no effect and ±100 for the full control effect; nearly all actives have a fitted effect of over 60% in size; inactives centre near -12
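USP1/UAF1 complex (1 nM) preincubated 15 min at room temperature with compound, then Ub-Rho substrate (150 nM final) added. Kinetic fluorescence at 480/540 nm over 6 reads at 60 s intervals; 50 mM HEPES pH 7.8, 0.5 mM EDTA, 0.1 mg/ml BSA, 1 mM TCEP, 0.01% Tween-20.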
Vif-APOBEC3G blk – qHTS for Inhibitors of Vif-A3G Interactions: qHTS. DNA dC->dU-editing enzyme APOBEC-3G (Homo sapiens), Q9HC16. HeLa A3G-eYFP + Vif (tagged APOBEC3G with the HIV-1 protein that degrades it), YFP fluorescence, overnight. Potency, µM (titrated, usually from 46.1 µM), without a hit: at the highest dose activity, negative = active, most hits filed as inhibitors. 0.076% of 410,000 active;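 note: potency is the fitted concentration of half-maximal effect; % is set by controls: 0 for no effect and ±100 for the full control effect; nearly all actives have a fitted effect of over 60% in size; hits raise eYFP signal because A3G escapes Vif-driven loss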
Target sequence (Q9HC16 whole entry, looked up): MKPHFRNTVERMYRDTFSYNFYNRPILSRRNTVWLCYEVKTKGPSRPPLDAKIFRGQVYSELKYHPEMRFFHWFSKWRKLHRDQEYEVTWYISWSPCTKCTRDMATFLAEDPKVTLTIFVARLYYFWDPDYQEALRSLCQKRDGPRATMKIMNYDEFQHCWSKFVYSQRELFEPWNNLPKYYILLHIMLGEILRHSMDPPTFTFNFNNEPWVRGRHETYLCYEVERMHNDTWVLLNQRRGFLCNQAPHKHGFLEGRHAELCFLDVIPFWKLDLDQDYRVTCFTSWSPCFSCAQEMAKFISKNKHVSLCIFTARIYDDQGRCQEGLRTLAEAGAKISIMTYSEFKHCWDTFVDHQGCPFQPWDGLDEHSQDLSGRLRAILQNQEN
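Read-out is eYFP fluorescence (Ex 488/Em 500-530) from Vif-expressing HeLa A3G-eYFP cells; more signal means A3G escaped Vif-mediated degradation. Cells plated overnight, compound pinned in, incubated overnight at 37 deg C.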
GRP78 ERSR act – qHTS for Inducers of the Endoplasmic Reticulum Stress Response (ERSR) in Human Glioma: qHTS; U87-MG GRP78 promoter luciferase reporter, 16 h; Potency, µM, for the others: at the highest dose activation, most hits filed as activators; 0.02% of 420,000 active; note: potency is the fitted concentration of half-maximal effect; series mostly up to about 76 µM; % of control where 0% means no effect; nearly all actives have a fitted effect of over 35% in size
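Stably transfected U87-MG human glioma cells carrying a GRP78-based luminescent sensor were seeded at 1000 cells/well, pin-dosed with compounds and incubated 16 h. Luciferase reagent was then added, and end-point luminescence was read after 10 min at room temperature.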
Vif-A3F inh – qHTS for Inhibitors of Vif-A3F Interactions: qHTS; 0.2% of 390,000 active; Potency, µM (top dose mostly 46.1 µM), inactives show at the top dose activity, negative = active; HeLa A3F-eYFP + Vif (tagged APOBEC3F with the HIV-1 protein that degrades it), YFP fluorescence increase; note: potency is the fitted concentration of half-maximal effect; % of control where 0% means no effect; nearly all actives have a fitted effect of over 65% in size
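HeLa cells stably expressing Vif plus C-terminally eYFP-tagged A3F were seeded, incubated overnight at 37 deg C, dosed with compound, incubated overnight again at 37 deg C. Yellow fluorescence (Ex 488/Em 500-530) reported blocked Vif-mediated A3F-eYFP degradation.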
Active calls of the source: *; ? = inconclusive; / = no result given; & = joins results of further samples; [ ] = remark or other dose. Unless noted, calls come from the whole dose curve; as a rule, active = well fitted curve in the direction sought with a large enough effect; inconclusive = small, poorly fitted or top-dose-only effect, or another doubt; inactive = no such curve, though single readings can be large; an effect the other way counts as inactive or inconclusive. An excerpt (hit frequency here may not be typical).

SMILES,Vif-A3F inh,RXFP1 ag,LDHA inh,TrxR1 substrate,PI4K2A block,GRP78 ERSR act,mIDH1 inhibitor,Vif-APOBEC3G blk,USP1-UAF1 inh
C=CCS/C(N)=N\N=C\c1c(O)ccc2ccccc12,-3.6%,-0.8%,-0.5,-4.5%,0.1,5.2%,7.1%,-12.6%,-28.2%
CCOc1ccc(CCNC(=O)c2ccc(F)c(S(=O)(=O)N3CCOCC3)c2)cc1OCC,2.4%,0.3%,-4.1,-0.6%,0.9,-4.8%,1.0%,-0.7%,-14.3%
COc1ccc(CC(=O)N(Cc2nc(-c3ccc(C)cc3)no2)C(C)C)cc1,0.9%,4.1%,-1.7,-1.3%,-8.0,-1.2%,-3.8%,3.2%,-24.8%
COc1ccc(C(=O)N/N=C/c2ccccc2C(=O)O)cc1OC,0.4%,0.0%,-0.1,-3.8%,-3.9,-2.3%,16.1%,-1.8%,-19.2%
COc1ccccc1NC(=O)N1CCC(NC(=O)C2CCCCC2)CC1,-17.2%,0.4%,-4.0,0.9%,0.7,-2.9%,-0.8%,0.0%,-1.3%
O=C(c1cc(COc2ccc(F)cc2Cl)on1)N1CCCCCCC1,4.3%,-2.3%,0.1,-5.5%,-1.8,6.1%,-1.1%,10.8%,-31.7%
Cc1n[nH]c(C)c1C(=O)CC1(O)C(=O)N(CCc2ccccc2)c2ccc(Cl)cc21 (configuration not stated),-9.2%,2.1%,-0.1,-8.0%[57.1 µM],-5.2,-9.2%,2.0%,-7.8%,-14.9%
COc1cc(OC)cc(C(=O)NCCC(=O)NCCc2ccc(OC)c(OC)c2)c1,-18.5%,0.8%,3.0,-16.2%,2.4,-5.0%,1.6%,-0.2%,-7.5%
COCCNC(=O)C1CCCN(Cc2ccc(C#N)cc2)CC1 (configuration not stated),/,/,1.0,/,-3.0,-2.6%,/,2.6%,/
CC1Cc2cc(/C(O)=C3/C(=O)C(=O)N(CCCn4ccnc4)C3c3cccnc3)ccc2O1 (configuration not stated),-7.9%,?,6.3,-8.0%,1.0,-1.6%,14.2%,1.0%,-1.3%
CCCn1nc(NC(=O)COC)c2cc3cc(C)ccc3nc21,-4.6%,-3.2%,?,2.2%,1.7,-2.1%,7.4%,0.6%,-2.4%
CCOc1ccccc1COC(=O)c1cccc(-n2cnnn2)c1,0.8%,3.0%,-0.3,-2.4%[57.1 µM],-0.2,3.9%,-5.5%,-6.9%,-12.7%
CCOC(=O)C1=C(N)OC2=C(C(=O)CC(C)(C)C2)C1c1cccnc1 (configuration not stated),-3.5%,0.6%,-0.9,-1.6%,-3.0,-1.7%,18.9%,4.2%,-25.5%
CCOC(=O)NC(=O)CSc1nc2ccccc2[nH]1,-6.8%,-0.2%,0.4,7.1%,1.0,-0.5%,7.3%,0.8%,-20.8%
Cc1cc2cc(CNC(=S)Nc3ccc(OC(F)(F)F)cc3)ccc2[nH]1,-11.6%,0.4%,-4.7,-1.7%,7.2,-3.4%,6.5%,-2.2%,-27.9%
O=C(c1cccc(C(F)(F)F)c1)C1CCCN(C(=O)CCc2cnccn2)C1 (configuration not stated),-23.7%,-0.4%,-4.5,7.7%[11.4 µM],6.1,-3.3%,7.0%,0.3%,-25.2%
CC1CCC(C(C)C)C(OC(=O)C2=C3c4ccccc4S(=O)(=O)N3CC2)C1 (configuration not stated),-14.6%,1.5%,-2.5,7.3%,4.5,-10.6%,-16.9%,-0.2%,-6.3%
COc1ccc(N2CCN(c3ccc(N)cc3C#N)CC2)cc1,-3.8%,-0.9%,2.1,-8.5%[57.1 µM],4.4,-3.7%,4.5%,-0.1%,-22.4%
COc1cccc(C(C)(O)c2nc(-c3cncnc3)cs2)c1 (configuration not stated),/,/,-4.2,/,2.5,-3.3%,/,-1.2%,/
CC1(C)OC(=O)C(=NNc2ccc(C(=O)O)cc2)C(=O)O1,-28.6%,-0.1%,-11.8,-14.4%,-1.9,-3.9%,2.1%,7.7%,-18.4%
Cc1cccc(NC(=O)CSc2nc3ccc(NC(=O)c4cccs4)cc3s2)c1,-8.6%,-4.9%,-2.0,30.3%[activator],0.7,-0.2%,-7.4%,-1.6%,-24.9%
CCc1noc(C)c1C(=O)N1CCCC(N2CCN(c3cccc(Cl)c3)CC2)C1 (configuration not stated),11.8%,-1.7%,-7.1,-2.8%,6.1,-2.6%,-1.3%,3.7%,-12.4%
COc1cccc(CNC(=O)CCCn2c(=S)[nH]c3cc4c(cc3c2=O)OCO4)c1,2.7%,21.1%,-6.4,2.4%,-8.3,-6.7%,-3.4%,2.7%,-24.8%
O=C(Nc1cccnc1Cl)c1ccc(S(=O)(=O)N2CCCCCC2)cc1,-3.3%,-1.3%,-0.9,-0.8%,2.0,2.3%,9.1%,2.7%,-4.1%
Cc1cccn2cc(-c3cccc(NC(=O)c4cccs4)c3)nc12,-10.0%,-0.3%,-5.3,1.0%[57.1 µM],1.6,5.6%,7.8%,-6.5%,-8.7%
CN(C)c1ccc(-c2cccc(C3CC=CC4C3C(=O)N(Cc3ccccc3)C4c3ccc4ccccc4c3)c2)cc1 (configuration not stated),-0.4%,4.8%,-2.4,9.6%&17.3%,-1.4,1.3%&-2.5%,-3.2%,4.5%&1.4%,-12.0%
CC1Cc2ccccc2N1C(=O)Cc1cccs1 (configuration not stated),-8.4%,1.9%,-2.9,2.1%,1.3,-1.9%,14.2%,0.2%,-7.3%
N/C(CN1CCCC1=O)=N\OC(=O)c1ccccc1Cl,4.6%,0.8%,4.4,-2.3%,4.9,-6.1%,6.2%,0.4%,-12.5%
COc1ccccc1C1CCN(C(=O)c2ccccc2)CC1,-9.5%,0.9%,-3.5,1.0%,-3.8,-5.3%,2.0%,-0.4%,-15.8%
O=C1CCC(=O)N(c2ccccc2)N1,7.8%,-3.3%,-2.2,6.6%,0.3,1.3%,0.7%,-6.2%,-21.6%
c1ccc(CCn2nnnc2C(c2cccs2)N2CCOCC2)cc1 (configuration not stated),-5.5%,-1.1%,-2.6,-2.5%,-9.1,-0.5%,-5.9%,-1.4%,3.7%
Cc1noc(C)c1NC(=O)N(C)C[C@@H]1OCc2cnnn2CCCC(=O)N([C@@H](C)CO)C[C@@H]1C,-1.9%,/,3.0,/,-5.3,-4.9%,-12.2%,-0.2%,-14.1%
COc1cccc2sc(=NC(=O)CS(=O)(=O)c3ccccc3)n(C)c12,-3.4%,/,-6.3,/,-3.8,-7.7%,-6.3%,0.8%,-9.6%
COc1ccc(-n2c(=O)c3ccccc3n(CC(=O)NC3CCCC3)c2=O)c(OC)c1,1.2%,0.0%,-6.0,-10.9%,5.6,-5.0%,0.7%,-4.2%,-3.9%
O=C1N(c2cccc3ccccc23)C(c2ccccc2)N2CCCN12 (configuration not stated),0.6%,-0.5%,9.4,7.5%,1.5,-0.2%,8.7%,-1.4%,-12.3%
Cc1ccc(S(=O)c2ccc([N+](=O)[O-])c3nonc23)cc1 (configuration not stated),22.4µM*,/,16.5,/,-17.3,-3.9%,11.2%,?,15.8µM*
Cc1cnc(CNC(=O)c2ccc3sc([C@@H]4O[C@H](CO)[C@H](O)[C@H](O)[C@H]4O)nc3c2)cn1,/,/,3.0,/,-5.5,-0.2%,/,-1.3%,/
Cc1ccc(NC(=O)C2CCCN(C(=O)NCc3ccccc3)C2)c(C)c1 (configuration not stated),3.2%,2.0%,-6.3,7.0%,-0.5,1.5%,-1.3%,-0.5%,-8.2%
COc1ccccc1C(c1nnnn1Cc1ccccc1)N1CCN(c2nc3ccccc3s2)CC1 (configuration not stated),12.8%,1.3%,0.5,6.3%[57.1 µM],-4.4,-5.0%,1.8%,-5.1%,-0.6%
CCN(CC(=O)Nc1c(F)cccc1F)C(=O)/C=C/c1ccc2c(c1)OCO2,-33.6%,-0.5%,-6.0,41.4%,-8.2,-2.5%,13.1%,-9.0%,-9.8%
CCN(CC)CCn1c(=N)n(CC(O)COc2cccc(C)c2)c2ccccc21 (configuration not stated),5.2%,1.2%,-2.1,-8.9%,-3.8,-7.7%,3.8%,4.4%,-19.6%
Cc1ccc(S(=O)(=O)N(C)c2ccc(C(=O)N3CCCCC3)cc2)cc1,-4.4%,-0.9%,0.0,-7.4%,-2.7,-1.1%,-0.3%,0.5%,-5.2%

Source: PubChem (National Center for Advancing Translational Sciences (NCATS))
